# SW480 rereplic: inducers of DNA re-replication in SW480 colon cancer cells; Potency, µM (highest dose often 46.1 µM), for the others: at the highest dose re-replication activation, actives largely listed as activators; SW480 DNA re-replication, Hoechst DNA content imaging, 48 h; 1.8% of 340,000 active; AID 624297; note: potency is the fitted concentration of half-maximal effect; % of control where 0% means no effect; nearly all actives have a fitted effect of over 55% in size
#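 Hoechst fluorescence of nuclei (405 nm excitation, 500-530 nm emission) measured by plate-scanning imager after 48 hr compound exposure at 37 C; re-replication scored as increased number of nuclei with elevated intensity.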
# WRN inhibitor: inhibitors of human WRN helicase | WRN helicase unwinding, fluorescent forked duplex, kinetic | 0.46% of 360,000 active | Q14191 | Potency, µM (series often up to 114 µM), for the others: at the top dose activity change, negative = inhibition, most hits filed as inhibitors; note: potency is the fitted concentration of half-maximal effect; % is set by controls: 0 for no effect and ±100 for the full control effect; nearly all actives have a fitted effect of over 55% in size
# Target sequence (Q14191 whole entry, looked up): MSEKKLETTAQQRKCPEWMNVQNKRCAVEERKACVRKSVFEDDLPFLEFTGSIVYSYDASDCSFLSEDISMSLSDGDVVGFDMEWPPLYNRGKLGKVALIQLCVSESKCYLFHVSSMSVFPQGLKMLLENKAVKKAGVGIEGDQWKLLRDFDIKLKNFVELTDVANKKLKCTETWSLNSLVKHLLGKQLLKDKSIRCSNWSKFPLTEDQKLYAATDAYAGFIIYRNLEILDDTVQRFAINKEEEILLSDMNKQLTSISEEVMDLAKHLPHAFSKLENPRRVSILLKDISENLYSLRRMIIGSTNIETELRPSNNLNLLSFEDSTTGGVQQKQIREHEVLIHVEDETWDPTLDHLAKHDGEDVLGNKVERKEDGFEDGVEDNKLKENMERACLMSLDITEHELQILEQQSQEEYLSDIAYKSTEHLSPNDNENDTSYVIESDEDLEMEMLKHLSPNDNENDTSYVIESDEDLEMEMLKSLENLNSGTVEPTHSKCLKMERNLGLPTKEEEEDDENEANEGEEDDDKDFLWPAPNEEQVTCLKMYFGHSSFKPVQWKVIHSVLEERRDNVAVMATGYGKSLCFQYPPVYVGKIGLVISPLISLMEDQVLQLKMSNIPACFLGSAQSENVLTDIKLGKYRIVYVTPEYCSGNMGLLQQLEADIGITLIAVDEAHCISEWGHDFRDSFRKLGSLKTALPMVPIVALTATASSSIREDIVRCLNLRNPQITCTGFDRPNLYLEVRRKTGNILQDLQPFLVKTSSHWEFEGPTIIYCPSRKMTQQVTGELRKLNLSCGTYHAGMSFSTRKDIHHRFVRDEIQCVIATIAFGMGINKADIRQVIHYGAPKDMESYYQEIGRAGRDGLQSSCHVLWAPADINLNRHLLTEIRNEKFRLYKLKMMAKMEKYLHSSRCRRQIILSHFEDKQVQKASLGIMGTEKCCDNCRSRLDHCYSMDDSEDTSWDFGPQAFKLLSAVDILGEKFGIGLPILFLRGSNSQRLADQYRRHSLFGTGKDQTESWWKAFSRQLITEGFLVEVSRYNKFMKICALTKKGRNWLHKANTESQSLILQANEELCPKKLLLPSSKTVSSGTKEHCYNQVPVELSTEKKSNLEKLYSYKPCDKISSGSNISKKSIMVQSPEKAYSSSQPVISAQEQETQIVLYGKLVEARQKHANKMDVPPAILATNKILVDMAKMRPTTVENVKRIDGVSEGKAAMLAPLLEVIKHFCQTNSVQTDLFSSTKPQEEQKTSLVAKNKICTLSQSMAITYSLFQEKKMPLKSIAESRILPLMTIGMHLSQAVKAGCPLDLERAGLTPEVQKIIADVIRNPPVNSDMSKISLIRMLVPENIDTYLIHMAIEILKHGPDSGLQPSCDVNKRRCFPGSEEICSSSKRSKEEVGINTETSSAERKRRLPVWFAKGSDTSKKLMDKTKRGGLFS
#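 Kinetic fluorescence helicase assay: unwinding of a quenched forked DNA duplex (100 nM final) with 2 mM ATP final raises red fluorescence (525/598 nm). Compounds sat 15 min at room temperature with 20 nM WRN beforehand.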
# KB-V1 MDR tox: KB-V1 MDR subline cytotoxicity; KB-V1 MDR cells viability, CellTiter-Glo, 72 h; Potency, µM (top dose mostly 46.1 µM), for inactives: top-dose activity change, negative = cytotoxicity, usual class: cytotoxic; 3.4% of 400,000 active; AID 1347076; note: potency is the fitted concentration of half-maximal effect; % is set by controls: 0 for no effect and ±100 for the full control effect; nearly all actives have a fitted effect of over 60% in size
#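 Following 72 h at 37 degrees C with compound, KB-V1 cell viability was read by CellTiter-Glo luminescence, medium being phenol-red-free DMEM plus 10% FBS; concentration-response parameters came from normalized, curve-fitted qHTS data.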
# IL-1B inflam inh: blocks inflammasome-driven IL-1 beta release. THP-1 LPS/ATP IL-1B secretion, AlphaLISA, 16 h; active compounds read low. activity change, % at 57.5 µM. 4.7% of 360,000 active. AID 743279; in the data active = activity change below about -50%; inconclusive = mostly about -30% to -49%; note: % is set by controls: 0 for no effect and ±100 for the full control effect
#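 Secreted IL-1B measured by AlphaLISA bead assay after 16 h compound exposure of THP-1 cells; compounds (final up to 57.5 uM) added 1 h before LPS (250 ng/mL) and ATP (1.25 mM) stimulation; lower signal means less secretion.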
# MCF10A rereplic: inducers of DNA re-replication in MCF 10A breast cells | MCF 10A DNA re-replication, Hoechst nuclear intensity, 48 h | Potency, µM (titrated, usually from 46.1 µM), inactives show top-dose activity, positive = re-replication, most hits filed as activators | 2.9% of 350,000 active; note: potency is the fitted concentration of half-maximal effect; % of control where 0% means no effect; nearly all actives have a fitted effect of over 50% in size
# HT1080-NT tox: kills 2HG-producing HT-1080-NT fibrosarcoma cells; HT-1080-NT fibrosarcoma viability, CellTiter-Glo ATP luminescence, 48 h; Potency, µM (highest dose often 46.1 µM), without a hit: top-dose activity, negative = less viability, usual class: cytotoxic; 1.6% of 360,000 active; AID 686970;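 note: NT is the 2HG producing partner of a matched IDH1 knockdown line; potency is the fitted concentration of half-maximal effect; 0% = DMSO-treated cells and -100% = media-only wells without cells; nearly all actives have a fitted effect of over 55% in size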
#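 HT-1080-NT; 750 cells/well; 5% FBS RPMI; 48 h compound, 37 degrees C; CellTiter-Glo luminescence; curve fitting and curve-class assignment.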
# KB-3-1 cytotox: kills parental KB-3-1 adenocarcinoma cells | KB-3-1 viability, CellTiter-Glo ATP luminescence, 72 h | AID 1347075 | Potency, µM (series often up to 46.1 µM), without a hit: at the highest dose activity change, negative = cytotoxic, actives largely listed as cytotoxic | 1.4% of 400,000 active; note: potency is the fitted concentration of half-maximal effect; % is set by controls: 0 for no effect and ±100 for the full control effect; nearly all actives have a fitted effect of over 60% in size
#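 Screening of KB-3-1 cells (DMEM, 10% FBS, phenol-red free) ran from lowest to highest compound concentration; after 72 h at 37 °C viability was read luminescently and curves fitted.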
# ATXN2 expr inh: ATXN2 expression inhibition; 0.72% of 360,000 active; AID 1745845; Potency, µM (top dose mostly 57 µM), for the others: at the highest dose activity change, negative = inhibition, usual class: inhibitors; HEK-293 ATXN2-luciferase reporter, luminescence, 24 h; note: potency is the fitted concentration of half-maximal effect; % is set by controls: 0 for no effect and ±100 for the full control effect; nearly all actives have a fitted effect of over 55% in size
#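 qHTS (up to 57 uM final) was run with 24 h compound exposure of reporter cells at 37 °C. Each well was multiplexed: SteadyGlo luminescence measured ATXN2-luciferase expression after a fluorogenic Gly-Phe-AFC viability readout (25 uM final).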
# HT1080 IDH1KD tx: kills HT-1080 cells with IDH1 knockdown; HT-1080 IDH1 knockdown viability, ATP luminescence, 48 h; Potency, µM (series often up to 46.1 µM), without a hit: at the highest dose activity, negative = toxicity, hits mostly cytotoxic; 2% of 360,000 active; AID 686971;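 note: potency is the fitted concentration of half-maximal effect; 0% = DMSO wells and -100% = cell-free medium wells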
#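 Viability of IDH1-knockdown HT-1080 fibrosarcoma cells was assessed by CellTiter-Glo after 48 h at 37 °C with titrated compound; concentration-effect curves were classified by fit quality and response size.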
# * marks the source's active call; other numbers are inactive results; ? = inconclusive; · = not tested or not shown; [ ] = remark or other dose. Unless noted, calls come from the whole dose curve; as a rule, active = well fitted curve in the direction sought with a large enough effect; inconclusive = small, poorly fitted or top-dose-only effect, or another doubt; inactive = no such curve, though single readings can be large; an effect the other way counts as inactive or inconclusive.
1	Cn1c(=O)n(CCc2ccccc2)c(=O)c2c1nc1n2CCCN1CCc1ccccc1
2	Cn1c(Cc2csc(N)n2)nnc1SC/C=C/c1ccccc1
3	Cc1ccc(C)c(NC(=O)c2cc(C)nc3ccccc23)c1
4	CCCCCOC(=O)C1[C@H]2C(=O)N(CCCOC)C[C@]23C=C[C@H]1O3 (stereo not given in full)
5	CCOC(=O)CSc1nc2ccccc2c(=O)n1CC1COc2ccccc2O1 (stereo not given)
6	Cc1cc(=O)[nH]c(SCC2(O)C3CC4CC(C3)CC2C4)n1 (stereo not given)
assay / entry	1	2	3	4	5	6
SW480 rereplic	?	-7%	-2%	-1%	-4%	0%
WRN inhibitor	-19%	9%	3%	2%	-3%	2%
KB-V1 MDR tox	23µM*	-5%	12%	0%	0%	1%
IL-1B inflam inh	?	-1	16	11	39	11
MCF10A rereplic	21µM*	-5%	-1%	-1%	15%	-12%
HT1080-NT tox	23µM*	0%	3%	11%	-5%	-4%
KB-3-1 cytotox	-16%	2%	-1%	-2%	4%	-7%
ATXN2 expr inh	-36%	0%	·	-1%	·	1%
HT1080 IDH1KD tx	29µM*	8%	4%	12%	-9%	0%

7	C[C@@H]1CN([C@H](C)CO)C(=O)c2cc(C3=CCCCC3)cnc2O[C@@H]1CN(C)Cc1ccccc1C(=O)O
8	COc1ccc(NC(=O)CCN2CCOCC2)c(OC)c1
9	O=S(=O)(c1ccc(F)cc1)n1ccc2cccnc21
10	CCOC(=O)C1=C(C)NC(=O)NC1c1ccoc1 (stereo not given)
11	CCOC(=O)c1nc(C)sc1-c1ccnn1S(=O)(=O)c1ccc(C)cc1
12	COCCOC(=O)C1=C(C)N(c2ccccc2)C(=O)NC1c1cccc([N+](=O)[O-])c1 (stereo not given)
assay / entry	7	8	9	10	11	12
SW480 rereplic	·	1%	0%	-4%	-20%	18%
WRN inhibitor	5%	-4%	6%	-24%	-4%	-10%
KB-V1 MDR tox	-7%	?	9%	0%	?	-5%
IL-1B inflam inh	0	7	-1	26	-6	-2
MCF10A rereplic	·	0%	18%	-1%	?	-4%
HT1080-NT tox	1%	19%	5%	15%	4%	3%
KB-3-1 cytotox	-2%	2%	20%	0%	-21%	8%
ATXN2 expr inh	-1%	-9%	2%	-1%	-18%	2%
HT1080 IDH1KD tx	10%	21%	4%	11%	-13%	-1%

# Quoted from the listing:
# For KB-3-1 cytotox, Cc1cc(=O)[nH]c(SCC2(O)C3CC4CC(C3)CC2C4)n1 (stereo not given) has the entry -7%
# For WRN inhibitor, CCOC(=O)CSc1nc2ccccc2c(=O)n1CC1COc2ccccc2O1 (stereo not given) has the entry -3%
# For HT1080 IDH1KD tx, CCOC(=O)c1nc(C)sc1-c1ccnn1S(=O)(=O)c1ccc(C)cc1 has the entry -13%
# For HT1080 IDH1KD tx, CCOC(=O)C1=C(C)NC(=O)NC1c1ccoc1 (stereo not given) has the entry 11%
# For HT1080-NT tox, O=S(=O)(c1ccc(F)cc1)n1ccc2cccnc21 has the entry 5%

# (next part)
13	N#Cc1cc(N)ccc1Sc1ccccc1
14	CCCN1CCC(=NNc2ccc(S(=O)(=O)N(CC)CC)cc2[N+](=O)[O-])CC1
15	O=C(NCC1CCN(S(=O)(=O)c2ccccc2)CC1)Nc1ccc(F)cc1
16	COc1ccccc1OCc1ccc(C(=O)NCc2ccco2)o1
17	COc1cccc(N2CCN(C(=O)c3ccc(CS(=O)c4ccccc4C)o3)CC2)c1 (stereo not given)
18	Fc1ccccc1NC(=S)Nc1cccc2cnccc12
assay / entry	13	14	15	16	17	18
SW480 rereplic	-4%	?	-4%	-1%	5.8µM*	-4%
WRN inhibitor	0%	-2%	-22%	-22%	12%	-21%
KB-V1 MDR tox	2%	12µM*	-2%	?	?	23µM*
IL-1B inflam inh	-1	-1	4	-16	28	1
MCF10A rereplic	4%	6%	7%	-3%	?	8%
HT1080-NT tox	0%	8.2µM*	0%	7%	0.46µM*	-24%
KB-3-1 cytotox	15%	?	15%	-3%	1µM*	?
ATXN2 expr inh	13%	-20%	0%	13%	-20%	-19%
HT1080 IDH1KD tx	-10%	5.8µM*	-6%	4%	0.73µM*	-9%

19	COc1ccc(C(=O)Cn2c(Br)nc3c2c(=O)n(C)c(=O)n3C)cc1OC
20	Cc1ccc(CC2(O)CC(C)N(C)CC2C)c(C)c1 (stereo not given)
21	Cc1ccc(CNC(=O)CCCC(=O)c2ccccc2)cc1
22	CC1CN(C(=O)c2cc3ccccc3oc2=O)CC(C)O1 (stereo not given)
23	CCc1noc(C)c1C(=O)OCC(=O)NC(C)c1ccccc1 (stereo not given)
24	COc1ccccc1Cc1nc(-c2ccc(C)cc2)no1
assay / entry	19	20	21	22	23	24
SW480 rereplic	-15%	3%	-5%	8%	-11%	?
WRN inhibitor	13%	2%	9%	-13%	-4%	-21%
KB-V1 MDR tox	?	11%	-1%	-8%	-19%	6%
IL-1B inflam inh	29	6	-5	14	3	46
MCF10A rereplic	0%	0%	-1%	15%	-1%	5.8µM*
HT1080-NT tox	-2%	-8%	1%	-3%	-1%	-3%
KB-3-1 cytotox	?	-1%	-3%	0%	?	-8%
ATXN2 expr inh	-8%	-2%	0%	1%	·	38%[activator]
HT1080 IDH1KD tx	-5%	-4%	20%	15%	-9%	-3%

# Records 23–24, quoted:
23	CCc1noc(C)c1C(=O)OCC(=O)NC(C)c1ccccc1 (stereo not given)
24	COc1ccccc1Cc1nc(-c2ccc(C)cc2)no1
assay / entry	23	24
SW480 rereplic	-11%	?
WRN inhibitor	-4%	-21%
KB-V1 MDR tox	-19%	6%
IL-1B inflam inh	3	46
MCF10A rereplic	-1%	5.8µM*
HT1080-NT tox	-1%	-3%
KB-3-1 cytotox	?	-8%
ATXN2 expr inh	·	38%[activator]
HT1080 IDH1KD tx	-9%	-3%

# More records follow:
25	CCCn1c(N2CCN(CC(=O)Nc3ccc4c(c3)OCCO4)CC2)nc2ccccc21
26	COc1cccc(C2=NOC(C(=O)Nc3cccc(C(C)=O)c3)C2)c1OC (stereo not given)
27	CCOc1ccc(/C=N/NC(=O)c2c(-c3ccccc3)noc2C)cc1
28	O=[N+]([O-])c1ccc2c(c1)C(O)n1nc(-c3ccccc3)nc1S2 (stereo not given)
29	O=C(NCc1ccc2c(c1)OCO2)c1cc2ccccc2oc1=O
30	COc1ccc2nc(NC(=O)C3CCCN(S(=O)(=O)c4cccc5nonc45)C3)sc2c1 (stereo not given)
assay / entry	25	26	27	28	29	30
SW480 rereplic	-1%	-3%	-5%	?	-6%	27%
WRN inhibitor	-2%	-1%	0%	-33%	1%	-15%
KB-V1 MDR tox	?	4%	10%	25%	?	0%
IL-1B inflam inh	-4	-16	41	-9	26	-53*
MCF10A rereplic	8%	17%	5%	?	-4%	-2%
HT1080-NT tox	-7%	1%	19%	15%	10%	-6%
KB-3-1 cytotox	-11%	9%	2%	0%	5%	-2%
ATXN2 expr inh	4%	1%	-14%	-20%	-5%	1%
HT1080 IDH1KD tx	2%	-3%	15%	16%	16%	-8%

31	COc1cc(NC(=O)CCc2c(C)[nH]c(=O)c(C#N)c2C)cc(OC)c1
32	C/C=C/c1ccc(OCCN2C(=O)NC(C)(C)C2=O)c(OC)c1
33	Brc1ccc(/C=C/C=N/Nc2nc3ccccc3s2)cc1
34	CCOC(=O)C1(CC)Oc2ccccc2C(c2ccc(OC)cc2)=C1C(=O)OC (stereo not given)
35	COc1ccc(S(=O)(=O)N2CCC3(CC2)OCCN3S(=O)(=O)c2ccc(C)cc2)cc1OC
36	CSCCC(NC(=O)C12CC3CC(CC(C3)C1)C2)C(=O)OCC(=O)c1ccc(C)cc1 (stereo not given)
assay / entry	31	32	33	34	35	36
SW480 rereplic	-17%	18%	?	2%	?	-11%
WRN inhibitor	-5%	0%	9%	-7%	-4%	-8%
KB-V1 MDR tox	-5%	?	-29%	0%	2%	0%
IL-1B inflam inh	-10	6	0	-29	9	-11
MCF10A rereplic	-9%	?	7%	11%	?	-2%
HT1080-NT tox	24%	11%	?	5%	-7%	0%
KB-3-1 cytotox	-4%	-2%	22%	0%	-2%	?
ATXN2 expr inh	7%	2%	32%[activator]	-5%	1%	-12%
HT1080 IDH1KD tx	3%	?	?	0%	-10%	-6%

37	O=C(COc1ncnc2ccccc12)NCCc1ccc(F)cc1
38	COC(=O)[C@]1(CC(C)C)N[C@H](c2ccc(SC3CCCCC3)c(OC)c2)[C@@H]2C(=O)N(C)C(=O)[C@@H]21
39	CNC(=S)Nc1cc(C(=O)N2CCCC2)ccc1N1CCCC1
40	CC(Sc1nnc(C2CC2)n1C1CC1)C(=O)NCc1cccs1 (stereo not given)
41	C=CCN1c2ccccc2C(=O)C(C)S1(=O)=O (stereo not given)
42	COc1ccc(CC(=O)OC(C)CN2CCOCC2)cc1 (stereo not given)
43	NNC(=O)c1[nH]c(-c2ccccc2)cc1-c1ccccc1
44	CC(C)N(C(=O)CSc1nc2ccccc2n1Cc1ccccc1)C(C)C
45	C=CCn1c(=S)[nH]c2nc3c(cc2c1=O)CCCC3
assay / entry	37	38	39	40	41	42	43	44	45
SW480 rereplic	1%	2%	0%	8%	-18%	?	14%	-1%	1%
WRN inhibitor	-1%	-3%	2%	6%	4%	2%	-16%	-5%	-6%
KB-V1 MDR tox	-18%	-8%	4%	11%	?	-2%	0%	0%	0%
IL-1B inflam inh	14	?	-7	6	22	0	-22	9	12
MCF10A rereplic	1%	-4%	-4%	7%	1%	-2%	?	14%	?
HT1080-NT tox	12%	0%	6%	15%	11%	2%	?	5%	8.9µM*
KB-3-1 cytotox	28%	-2%	2%	4%	3%	14%	-18%	-12%	?
ATXN2 expr inh	-14%	-6%	·	9%	6%	-7%	·	-6%	30%[activator]
HT1080 IDH1KD tx	10%	-10%	7%	11%	1%	9%	?	3%	8.9µM*

# High-throughput results (PubChem BioAssay)
